Compound activity from PubChem.
D2 agonist – D2 dopamine receptor (human) agonism. actives 0.53% (n = 340,000). HEK293 T-REx D2 cells, calcium flux agonist mode. activation, % at 2 µM. AID 485358;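 active = activation over 3 SD above normal in the single-dose calcium agonist read, cut at about 30% in these data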; also: 0% is about no effect
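Tetracycline-induced HEK293 T-REx cells with force-coupled D2 receptor, plated overnight at 30 C, loaded with no-wash calcium dye. After a 10 s baseline, compound was pin-added and calcium flux read kinetically for 180 s; calcium rises flagged agonists.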
IDH1 R132H inh – inhibitors of human mutant IDH1 R132H | O75874 | Potency, µM (doses to about 76.6 µM), without a hit: at the highest dose activity change, negative = inhibition, actives largely listed as inhibitors | actives 0.093% (n = 390,000) | IDH1-R132H enzyme, NADPH consumption, diaphorase/resazurin fluorescence; also: potency is read from the fitted curve at half-maximal effect; % is scaled to controls: 0 for no effect and ±100 for the full control effect; nearly all actives have a fitted effect of over 65% in size
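IDH1-R132H (0.5 ug/mL) preincubated 30 min with compound, then NADPH (0.016 mM) and alpha-KG (2 mM) added; 80 min at RT, pH 7.5. Remaining NADPH coupled via diaphorase/resazurin to fluorescence (540/590 nm); concentration-response curves normalized to no-enzyme control.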
TrxR1 inh – blocks rat thioredoxin reductase 1 | O89049 | recombinant rTrxR1, NADPH fluorescence consumption, selenite substrate | Potency, µM (top dose mostly 114 µM), for the others: at the highest dose activity change, negative = inhibition, hits mostly inhibitors | actives 1% (n = 390,000); also: potency is read from the fitted curve at half-maximal effect; % is scaled to controls: 0 for no effect and ±100 for the full control effect; nearly all actives have a fitted effect of over 65% in size
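Rat TrxR1 (90 nM in the dispensed reagent) was pre-reduced with 400 uM NADPH for 5 min at room temperature, then incubated with compound for 15 min. After 400 uM selenite was added, NADPH fluorescence (Ex 340/Em 450 nm) was followed for 8 min.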
TRHR enhancer – TRH receptor (human) allosteric enhancement | enhancement, % at 2 µM | AID 493056 | actives 0.66% (n = 360,000) | TRHR cells, fluo-8 calcium fluorescence, EC20 TRH enhancement; in the data active = enhancement above about 30%; also: 0% is about no effect
Target sequence (P34981 whole entry, looked up): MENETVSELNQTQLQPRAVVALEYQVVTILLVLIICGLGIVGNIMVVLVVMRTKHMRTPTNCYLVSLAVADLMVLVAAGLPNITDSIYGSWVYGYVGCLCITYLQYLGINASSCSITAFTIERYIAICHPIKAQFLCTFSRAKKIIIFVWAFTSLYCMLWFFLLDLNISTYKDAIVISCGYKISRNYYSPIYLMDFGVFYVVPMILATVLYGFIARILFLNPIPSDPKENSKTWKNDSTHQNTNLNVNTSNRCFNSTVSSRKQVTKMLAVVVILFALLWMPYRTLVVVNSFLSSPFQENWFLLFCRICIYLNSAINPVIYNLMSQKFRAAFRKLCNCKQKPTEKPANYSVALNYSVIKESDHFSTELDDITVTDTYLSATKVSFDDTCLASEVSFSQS
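TRHR-expressing cells loaded with fluo-8 calcium dye were read kinetically (ex 480/em 530) during compound addition, then stimulated with an EC20 of TRH (10 nM final). Enhancement of the Gq-mediated intracellular calcium response was scored.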
D2 antagonist – antagonists of human D2 dopamine receptor; P14416; actives 2% (n = 340,000); HEK293 TREx D2 cells, calcium flux, dopamine EC80; inhibition, % at 10 µM; in the data active = inhibition above about 30%; also: 0% is about no effect
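Compounds are added to dye-loaded, induced HEK293 T-REx cells coupled to calcium release via D2; after a 3 min kinetic read an EC80 dopamine stimulus is given and fluorescence is recorded for 3 more min.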
USP1-UAF1 inh – blocks the human USP1/UAF1 deubiquitinase complex; recombinant USP1/UAF1, Ub-Rhodamine cleavage fluorescence; O94782; AID 743255; actives 0.23% (n = 390,000); Potency, µM (top dose mostly 57.1 µM), for the others: top-dose activity change, negative = inhibition, most hits filed as inhibitors; also: potency is read from the fitted curve at half-maximal effect; % is scaled to controls: 0 for no effect and ±100 for the full control effect; nearly all actives have a fitted effect of over 60% in size; inactives centre near -12
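1 nM enzyme complex + cpd, 15 min RT; start with Ub-Rho 150nM final; kinetic fluorescence ex 480/em 540, 6 reads q60 s. Buffer 50mM HEPES pH 7.8, 0.5mM EDTA, 0.1 mg/ml BSA, 1mM TCEP, 0.01% Tween-20.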
TrxR1 substrate – rat thioredoxin reductase 1 substrate activity; AID 588456; actives 0.01% (n = 390,000); purified TrxR1 substrate turnover, NADPH consumption readout; Potency, µM (series often up to 114 µM), without a hit: at the highest dose activity change, negative = substrate turnover; O89049; also: potency is read from the fitted curve at half-maximal effect; % is scaled to controls: 0 for no effect and ±100 for the full control effect; nearly all actives have a fitted effect of over 50% in size
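Rat TrxR1, dispensed at 90 nM, was prereduced with 400 uM NADPH (final) for 5 min at ~22 deg C, then incubated with compound 15 min before 400 uM selenite. A first-read NADPH fluorescence drop versus no-compound background flagged substrates.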
PI4K2A block – inhibitors of human PI4K2A | actives 0.13% (n = 420,000) | purified PI4K2A, ADP-Glo luminescence, 1 h; stronger effect = lower value | AID 1346378 | activity change, negative = inhibition, % at 76.9 µM; in the data active = activity change below about -50%; inconclusive = mostly about -30% to -49%;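 also: -100% = wells without enzyme as full effect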
Target sequence (Q9BTU6 whole entry, looked up): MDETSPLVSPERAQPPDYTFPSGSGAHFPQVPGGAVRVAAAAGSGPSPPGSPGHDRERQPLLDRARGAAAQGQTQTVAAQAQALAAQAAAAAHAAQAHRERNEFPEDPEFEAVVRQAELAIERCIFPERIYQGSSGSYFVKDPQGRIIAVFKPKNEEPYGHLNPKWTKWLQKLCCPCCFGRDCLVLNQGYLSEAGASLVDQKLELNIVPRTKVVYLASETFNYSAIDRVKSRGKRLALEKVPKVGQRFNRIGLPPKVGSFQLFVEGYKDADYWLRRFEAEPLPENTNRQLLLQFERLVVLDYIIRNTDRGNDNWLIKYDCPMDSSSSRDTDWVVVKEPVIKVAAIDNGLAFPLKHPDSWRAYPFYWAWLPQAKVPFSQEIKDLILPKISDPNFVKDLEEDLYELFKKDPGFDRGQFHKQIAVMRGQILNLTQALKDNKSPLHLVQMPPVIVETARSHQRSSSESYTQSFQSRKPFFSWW
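In this quantitative HTS, ADP production by PI4K2A was quantified luminescently after 1 h at ambient temperature; 100 microM adenosine served as plate-quality control.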
TRHR ag – TRH receptor (human) agonism; TRHR cells, calcium flux fluo-8, FDSS agonist mode; activation, % at 2 µM; actives 0.18% (n = 360,000); in the data active = activation above about 30%; also: 0% is about no effect
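TRHR-expressing cells, plated overnight in medium with 10% serum, were loaded with fluo-8 calcium dye at room temperature. After a 10 s baseline, library compound was pin-added and calcium release was recorded kinetically (ex 480/em 530) as agonist response.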
The depositor's hits bear a star; ? = inconclusive; nt = no result given; & = joins results of further samples; [ ] = remark or other dose. Unless noted, calls follow the shape of the dose curve; as a rule, active = well fitted inhibition curve with a large enough effect; inconclusive = small, poorly fitted or top-dose-only effect; inactive = no such curve, though single readings can be large or run the other way. No enrichment for hits; 3.9% or so of the library scored in one or more.

SMILES | D2 agonist | IDH1 R132H inh | TrxR1 inh | TRHR enhancer | D2 antagonist | USP1-UAF1 inh | TrxR1 substrate | PI4K2A block | TRHR ag
COc1ccc(OC)c(CN2CCN(C(=O)CNC(=O)c3cc(C)cc(C)c3)CC2)c1 | -0.5 | 13% | 6% | 30 | -5 | -1% | 0% | 4 | -0.9
COCCCNC(=O)CCc1c(C)c2cc3c(C)coc3cc2oc1=O | -0.5 | 3% | 2% | 1 | -3 | -13% | 22% | -1 | -0.5
O=C(NC(=S)NC1C2CC3CC(C2)CC1C3)c1ccccc1 (stereo unspecified) | 0.0 | 0% | 50µM* | 6 | -15 | -20% | 5% | -4 | 2.3
CC(c1ccccc1)N1C(=O)/C(=C/c2ccncc2)SC1=S (stereo unspecified) | 0.9 | ? | -7% | -5 | 15 | -9% | -5% | 5 | 2.3
O=C1c2cccc3c(Nc4ccccc4Cl)c([N+](=O)[O-])cc(c23)C(=O)N1CCO | -2.2 | -25% | -17% | 2 | 2 | -18% | -9% | 2 | -0.6
COc1cccc(NC(=O)c2cc3ccccc3oc2=O)c1 | 1.1 | 20% | 18% | 3 | 7 | -20% | 5% | -7 | 0.2
CCCN(CCC)C(=O)Nc1ccc(F)cc1F | 0.0 | 1% | 12% | 3 | -11 | -18% | 5% | -1 | -0.5
Cc1cc2ccccc2n1CCNC(=O)C(C)Oc1ccccc1 (stereo unspecified) | 0.2 | -3% | 4%[57.1 µM] | 0 | -3 | -9% | 4%[57.1 µM] | -10 | -0.3
CC(=O)c1sc(Nc2nc(C)cc(C)n2)nc1C | 0.7 | 2% | 16%[57.1 µM] | -1 | 6 | 0% | -10% | 8 | 0.3
Clc1ncccc1-c1nnn(-c2ccccc2)n1 | -0.2 | 11% | 16% | 2 | -8 | -26% | 2% | -11 | -0.1
COc1ccccc1NC(=O)Oc1ccc(C(C)=O)cc1 | 0.6 | 6% | -2% | 7 | -3 | -18% | -5% | 5 | -0.4
COc1cccc(OCC(=O)NNC(=O)C(=O)N2CCCC2)c1 | -0.7 | 2% | 1% | -1 | 2 | -12% | -2% | 4 | -0.1
Cc1ccc(C2=C(O)C(=O)C(c3ccc(C)cc3)=C(O)C2=O)cc1 | nt | 0% | -4%[11.4 µM] | nt | nt | -9% | 5%[11.4 µM] | 1 | nt
O=C1OC2(O)C3C4C=CC(C4)C3C(=O)N2c2ccccc21 (stereo unspecified) | 0.9 | 4% | 19% | 6 | 7 | -11% | 5% | -2 | 0.7
O=C(CCSc1ccccc1)N1CCN(c2ccccc2F)CC1 | 0.0 | -7% | 9% | -11 | -7 | -5% | -8% | 0 | -1.0
CCC(=O)Nc1ccc(C(=O)N/N=C/c2c(C)[nH]c3ccccc23)cc1 | -0.2 | -1% | 19%[57.1 µM] | 0 | -2 | -1% | -3% | 2 | 0.6
CCc1nc2ccccc2n1CCCCOc1ccc(C)cc1 | -1.0 | 14% | 9% | 7 | nt | -15% | -2% | ? | -2.1
CCOc1ccc(N=C(NC#N)SCC)cc1 | 0.4 | 12% | 13% | -5 | -19 | -14% | 7% | 2 | -0.2
COc1ccc(CCNS(=O)(=O)c2cc(-c3cc(C)no3)ccc2OC)cc1OC | nt | 12% | 14%[57.1 µM] | 0 | nt | -6% | -2%[57.1 µM] | 1 | 0.2
CCOc1ccc(C(CC(=O)O)NC(=O)C23CC4CC(CC(C4)C2)C3)cc1 (stereo unspecified) | 1.7 | 1% | 8% | -3 | 25 | -15% | 7% | 6 | 0.3
CCc1c(C)nc2ncnn2c1N1CCC(C(=O)N2CCN(c3ccccc3)CC2)CC1 | 0.5 | nt | nt | -1 | 4 | nt | nt | nt | -0.5
CCCC1O[C@@H]2CC3C4CCC5=CC(=O)C=C[C@]5(C)C4C(OC(C)=O)C[C@]3(C)[C@]2(C(=O)COC(C)=O)O1 (stereo partly specified) | 0.6 | -13% | -6% | 1 | -14 | -7% | -12% | 2 | -0.1
CC1CCN(S(=O)(=O)c2ccc3nc(Nc4cccc(C(F)(F)F)c4)ccc3c2)CC1 | 0.7 | 3% | 26%[57.1 µM] | -4 | nt | -15% | 24%[57.1 µM] | -4 | 0.4
S=C(NCCC(c1ccccc1)c1ccccc1)Nc1ccccc1Cl | 0.4 | 6% | 20%[57.1 µM] | -5 | -18 | -19% | 2% | 21 | -0.4
O=C(OCc1nc2ccc(Cl)cc2n1CCO)c1ccc2c(c1)OCO2 | nt | 8% | 6%[57.1 µM] | nt | nt | -2% | 9%[57.1 µM] | -2 | nt
SMILES | D2 agonist | IDH1 R132H inh | TrxR1 inh | TRHR enhancer | D2 antagonist | USP1-UAF1 inh | TrxR1 substrate | PI4K2A block | TRHR ag
CCOC(=O)c1ccccc1NC(=O)CSc1nc2[nH]ncc2c(=O)[nH]1 | -1.3 | 3% | -12% | 12 | 8 | -4% | -7% | 2 | 0.3
CN(C)C(=O)[C@H]1C[C@H]1[C@@H](O)[C@H](CO)NC(=O)[C@H](Cc1ccccc1)NC(=O)OC(C)(C)C | 1.6 | 22% | 15% | 10 | 0 | -20% | -1% | 1 | 0.3
CCN(CC)C(=S)Nc1ccc(Cl)c(Cl)c1 | -0.4 | 2% | -9% | -3 | 0 | -12% | -11% | -2 | -0.4
O=C(Cn1c(=O)c2cccn2c2ccccc21)NCCc1ccccc1 | -0.4&-0.3 | 5%&-6% | 0%&6% | -6&13 | -3 | -2%&-18% | -8%&2% | -1&-1 | -0.1&0.3
O=C(Cc1ccccc1)Nc1ccc(NC(=O)c2ccccc2)nc1 | -1.9 | 5% | 8%[57.1 µM] | -2 | -16 | -8% | 4%[57.1 µM] | 3 | -2.1
O=C(Oc1ccccc1C(=O)N1CCOCC1)c1ccccc1 | 0.9 | -1% | -4% | -6 | -2 | 0% | -5% | 1 | 0.5
CCOc1ccc(CN2CCNC(=O)C2CC(=O)O)cc1 (stereo unspecified) | 0.6 | 19% | 9%[11.4 µM] | 13 | -4 | -10% | 14%[57.1 µM] | 2 | 0.1
Cc1ccc(NC(=O)CSc2nc(C3CCCC3)nc3c2c(=O)n(C)c(=O)n3C)c(C)c1 | 0.0 | nt | 12%[57.1 µM] | 2 | nt | -14% | -2%[57.1 µM] | -2 | 0.0
O=S1(=O)[C@H]2C[C@@H]3C=C[C@@]2(CN1Cc1cccc(F)c1)O3 | 0.8 | -4% | 19%&0% | 24 | 5 | 9% | 0%&-3% | -2 | 0.2
Cc1ccc(N=C(NO)c2nonc2N)c(C)c1 | 0.6 | 8% | -9% | 1 | 9 | -18% | -10% | -5 | -0.3
Cc1nccn1CCCNC(=O)CC1C(=O)NCCN1Cc1ccc(Cl)c(F)c1 (stereo unspecified) | 0.5 | 6% | 11% | -2 | 1 | -17% | 10% | -1 | 0.3
CCCN1CNC(=S)N(c2cccc(C)c2)C1 | -0.4 | -7% | -9% | 0 | -4 | -7% | -1% | -3 | -0.3
CC1CCC2(CC1)NC(=O)N(NC(=O)c1cccs1)C2=O (stereo unspecified) | nt | -2% | 7% | 17 | nt | -2% | 2% | -3 | 1.2
COc1ccc(N(CCC(=O)O)S(=O)(=O)c2ccc(C)c(C)c2)cc1 | -0.1 | 2% | 12% | -4 | 5 | -11% | -2% | -4 | 2.0
CCc1nnc(SC(CC)C(=O)Nc2cccc(OC)c2)c2cc3oc(C)cc3n12 (stereo unspecified) | -1.1 | nt | 20% | -13 | nt | -19% | 0% | 0 | 0.0
CNCC(O)Cn1c2c(c3ccccc31)CCCC2 (stereo unspecified) | 0.1 | 5% | -6% | 1 | -2 | -15% | 8% | 3 | 1.1
Cc1c(C#N)c(=O)oc2ccc3ccccc3c12 | nt | -2% | 45%[activator][57.1 µM] | nt | nt | -22% | 114%[activator][57.1 µM] | -1 | nt
Oc1ccc(-c2csc(-c3cccnc3)n2)cc1O | 31* | 3% | 12% | 0 | 4 | 0% | 2% | -6 | -0.7
Cc1ccc(N(CC2CO2)S(=O)(=O)c2ccccc2[N+](=O)[O-])cc1 (stereo unspecified) | -1.1 | 3% | -2% | -8 | -2 | 3% | 4% | 1 | -0.5
CCCn1c(C(O)c2ccc(OCC)cc2)nc2ccccc21 (stereo unspecified) | -0.1 | -6% | 22% | 2 | 3 | -14% | -4% | 2 | -0.2

By substructure, those above with an aryl methoxy group.
SMILES | D2 agonist | IDH1 R132H inh | TrxR1 inh | TRHR enhancer | D2 antagonist | USP1-UAF1 inh | TrxR1 substrate | PI4K2A block | TRHR ag
COc1ccc(OC)c(CN2CCN(C(=O)CNC(=O)c3cc(C)cc(C)c3)CC2)c1 | -0.5 | 13% | 6% | 30 | -5 | -1% | 0% | 4 | -0.9
COc1cccc(NC(=O)c2cc3ccccc3oc2=O)c1 | 1.1 | 20% | 18% | 3 | 7 | -20% | 5% | -7 | 0.2
COc1ccccc1NC(=O)Oc1ccc(C(C)=O)cc1 | 0.6 | 6% | -2% | 7 | -3 | -18% | -5% | 5 | -0.4
COc1cccc(OCC(=O)NNC(=O)C(=O)N2CCCC2)c1 | -0.7 | 2% | 1% | -1 | 2 | -12% | -2% | 4 | -0.1
COc1ccc(CCNS(=O)(=O)c2cc(-c3cc(C)no3)ccc2OC)cc1OC | nt | 12% | 14%[57.1 µM] | 0 | nt | -6% | -2%[57.1 µM] | 1 | 0.2
COc1ccc(N(CCC(=O)O)S(=O)(=O)c2ccc(C)c(C)c2)cc1 | -0.1 | 2% | 12% | -4 | 5 | -11% | -2% | -4 | 2.0
CCc1nnc(SC(CC)C(=O)Nc2cccc(OC)c2)c2cc3oc(C)cc3n12 (stereo unspecified) | -1.1 | nt | 20% | -13 | nt | -19% | 0% | 0 | 0.0
